Source: PubChem BioAssay
TrxR1 inh: blocks rat thioredoxin reductase 1 | O89049 | recombinant rTrxR1, NADPH fluorescence consumption, selenite substrate | Potency, µM (titrated, usually from 114 µM), inactives show at the top dose activity change, negative = inhibition, usual class: inhibitors | 390,000 tested, 1% active; note: potency is the fitted concentration of half-maximal effect; % is set by controls: 0 for no effect and ±100 for the full control effect; nearly all actives have a fitted effect of over 65% in size
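Rat TrxR1 (90 nM in the dispensed reagent) was pre-reduced with 400 uM NADPH for 5 min at room temperature, then incubated with compound for 15 min. After 400 uM selenite was added, NADPH fluorescence (Ex 340/Em 450 nm) was followed for 8 min.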
TRHR PAM: allosterically enhances the human TRH receptor. TRHR cells, fluo-8 calcium fluorescence, EC20 TRH enhancement. enhancement, % at 2 µM. P34981. 360,000 tested, 0.66% active; in the data active = enhancement above about 30%; note: 0% is about no effect
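Enhancer read-out: after compound pinning and an initial kinetic agonist-mode read, an EC20 of TRH (10 nM final) was injected and fluo-8 calcium signal (Ex 480/Em 530) followed at 1 s/cycle for 100 cycles in TRHR-expressing cells.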
D2 antagonist: antagonizes the human D2 dopamine receptor; AID 485344; HEK293 TREx D2 cells, calcium flux, dopamine EC80; 340,000 tested, 2% active; inhibition, % at 10 µM; P14416; in the data active = inhibition above about 30%; note: 0% is about no effect
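Read-out: kinetic calcium fluorescence (1 cycle/s) in inducible HEK293 T-REx D2 cells after an EC80 dopamine addition that followed 180 s compound preincubation. Loss of the dopamine response indicates antagonism.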
PI4K2A inh: blocks human PI4K2A kinase activity | Q9BTU6 | purified PI4K2A, ADP-Glo luminescence, 1 h; hits give low values | activity change, negative = inhibition, % at 76.9 µM | 420,000 tested, 0.13% active | AID 1346378; in the data active = activity change below about -50%; inconclusive = mostly about -30% to -49%;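 note: -100% = wells without enzyme as full effect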
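Compounds are screened against recombinant PI4K2A using PI as substrate and ATP, the latter dispensed at 300 microM. Reactions run one hour at ambient temperature before ADP-Glo detection; full inhibition defined by wells lacking enzyme.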
D2 ag: activates the human D2 dopamine receptor. P14416. HEK293 T-REx D2 cells, calcium flux agonist mode. activation, % at 2 µM. 340,000 tested, 0.53% active;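 active = activation over 3 SD above normal in the single-dose calcium agonist read, cut at about 30% in these data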; note: 0% is about no effect
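In this primary screen, compounds producing a positive calcium signal within 180 s of addition to tetracycline-induced, force-coupled HEK293 Trex D2 cells are flagged; cells are dye-loaded with a no-wash calcium kit beforehand.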
TrxR1 substrate: rat thioredoxin reductase 1 substrate activity; O89049; purified TrxR1 substrate turnover, NADPH consumption readout; Potency, µM (titrated, usually from 114 µM), for inactives: at the highest dose activity change, negative = substrate turnover; 390,000 tested, 0.01% active; note: potency is the fitted concentration of half-maximal effect; % is set by controls: 0 for no effect and ±100 for the full control effect; nearly all actives have a fitted effect of over 50% in size
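Rat TrxR1, dispensed at 90 nM, was prereduced with 400 uM NADPH (final) for 5 min at ~22 deg C, then incubated with compound 15 min before 400 uM selenite. A first-read NADPH fluorescence drop versus no-compound background flagged substrates.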
TRHR agonist: TRH receptor (human) agonism | activation, % at 2 µM | P34981 | AID 493084 | 360,000 tested, 0.18% active | TRHR cells, calcium flux fluo-8, FDSS agonist mode; in the data active = activation above about 30%; note: 0% is about no effect
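Agonist-mode FDSS calcium read (Ex 480/Em 530, 1 s cycles) in 1536-well TRHR cells with fluo-8 dye, after 10-cycle baseline and 23 nL compound addition; TRH at EC20 (10 nM final) added afterwards for the enhancer phase.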
mIDH1 inhibitor: human IDH1 R132H inhibition | Potency, µM (titrated, usually from 76.6 µM), for inactives: at the highest dose activity change, negative = inhibition, hits mostly inhibitors | IDH1-R132H enzyme, NADPH consumption, diaphorase/resazurin fluorescence | 390,000 tested, 0.093% active; note: potency is the fitted concentration of half-maximal effect; % is set by controls: 0 for no effect and ±100 for the full control effect; nearly all actives have a fitted effect of over 65% in size
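IDH1-R132H (0.5 ug/mL) preincubated 30 min with compound, then NADPH (0.016 mM) and alpha-KG (2 mM) added; 80 min at RT, pH 7.5. Remaining NADPH coupled via diaphorase/resazurin to fluorescence (540/590 nm); concentration-response curves normalized to no-enzyme control.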
USP1-UAF1 inh: inhibitors of human USP1/UAF1 deubiquitinase; Potency, µM (titrated, usually from 57.1 µM), for inactives: at the top dose activity change, negative = inhibition, hits mostly inhibitors; recombinant USP1/UAF1, Ub-Rhodamine cleavage fluorescence; O94782; 390,000 tested, 0.23% active; AID 743255; note: potency is the fitted concentration of half-maximal effect; % is set by controls: 0 for no effect and ±100 for the full control effect; nearly all actives have a fitted effect of over 60% in size; inactives centre near -12
Target sequence (O94782 whole entry, looked up): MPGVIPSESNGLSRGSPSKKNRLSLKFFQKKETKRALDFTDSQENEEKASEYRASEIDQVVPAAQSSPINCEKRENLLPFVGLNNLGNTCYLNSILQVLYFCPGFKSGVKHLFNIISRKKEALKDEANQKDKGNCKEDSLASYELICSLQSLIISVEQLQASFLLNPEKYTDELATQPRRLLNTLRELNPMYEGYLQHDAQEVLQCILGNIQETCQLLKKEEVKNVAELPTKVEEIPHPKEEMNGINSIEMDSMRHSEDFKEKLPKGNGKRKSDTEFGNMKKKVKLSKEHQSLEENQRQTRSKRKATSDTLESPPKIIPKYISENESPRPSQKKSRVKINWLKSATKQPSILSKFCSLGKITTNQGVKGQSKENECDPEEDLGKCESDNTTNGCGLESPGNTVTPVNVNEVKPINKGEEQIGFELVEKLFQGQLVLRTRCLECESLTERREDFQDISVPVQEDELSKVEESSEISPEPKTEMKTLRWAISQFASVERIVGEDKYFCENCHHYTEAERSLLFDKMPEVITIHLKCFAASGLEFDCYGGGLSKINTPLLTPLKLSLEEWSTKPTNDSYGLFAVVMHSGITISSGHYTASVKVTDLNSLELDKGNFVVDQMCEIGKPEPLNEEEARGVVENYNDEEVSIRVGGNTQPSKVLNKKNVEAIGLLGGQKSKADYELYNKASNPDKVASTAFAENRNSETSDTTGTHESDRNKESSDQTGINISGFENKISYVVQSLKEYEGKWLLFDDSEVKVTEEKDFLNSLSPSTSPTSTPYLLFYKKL
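1 nM enzyme complex + cpd, 15 min RT; start with Ub-Rho 150nM final; kinetic fluorescence ex 480/em 540, 6 reads q60 s. Buffer 50mM HEPES pH 7.8, 0.5mM EDTA, 0.1 mg/ml BSA, 1mM TCEP, 0.01% Tween-20.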
Active calls of the source: *; u = inconclusive; x = not tested or not shown; & = joins results of further samples; [ ] = remark or other dose. Unless noted, calls come from the whole dose curve; as a rule, active = well fitted inhibition curve with a large enough effect; inconclusive = small, poorly fitted or top-dose-only effect; inactive = no such curve, though single readings can be large or run the other way.

The opening 3 entries, to show the layout:
Compound	TRHR agonist	TRHR PAM	TrxR1 inh	D2 antagonist	mIDH1 inhibitor	D2 ag	TrxR1 substrate	USP1-UAF1 inh	PI4K2A inh
CC(C)C(=O)NNC(=O)CSc1nnc(-c2ccccc2)c(-c2ccccc2)n1	-0.1	18	17%	-7	1%	-0.8	2%	-6%	0
Nc1cnccc1Oc1cccc(C(F)(F)F)c1	x	x	19%	x	-7%	x	6%	-8%	0
O=C(NCc1ccc2c(c1)OCO2)c1cc(-c2ccccc2)c(N2CCOCC2)s1	-0.3	3	43%[activator]	11	2%	0.1	6%	-12%	-3

The listing, from the start:
Compound	TRHR agonist	TRHR PAM	TrxR1 inh	D2 antagonist	mIDH1 inhibitor	D2 ag	TrxR1 substrate	USP1-UAF1 inh	PI4K2A inh
CC(C)C(=O)NNC(=O)CSc1nnc(-c2ccccc2)c(-c2ccccc2)n1	-0.1	18	17%	-7	1%	-0.8	2%	-6%	0
Nc1cnccc1Oc1cccc(C(F)(F)F)c1	x	x	19%	x	-7%	x	6%	-8%	0
O=C(NCc1ccc2c(c1)OCO2)c1cc(-c2ccccc2)c(N2CCOCC2)s1	-0.3	3	43%[activator]	11	2%	0.1	6%	-12%	-3
CCC1CCCCN1CC(=O)Nc1ccc2c(c1)OCCO2 (stereo unspecified)	0.2	3	13%	x	-4%	x	-6%	-8%	2
CCN(CC)CCn1c(=N)n(CC(O)c2ccco2)c2ccccc21 (stereo unspecified)	0.0	-3	7%	16	5%	-1.4	-3%	-7%	-5
O=C(c1ccc2c(=O)n(Cc3ccc4c(c3)OCO4)c(=S)[nH]c2c1)N1CCCCC1	-0.6	17	13%	-7	3%	-0.5	10%	-12%	0
COc1ccccc1NC(=O)CCNS(=O)(=O)c1ccc2c(c1)CCN2C(C)=O	0.1	-1	18%	7	-7%	0.3	7%	-31%	-1
O=C(Nc1nc2c(F)cc(F)cc2s1)C1COc2ccccc2O1 (stereo unspecified)	0.4	0	16%[57.1 µM]	-8	4%	-0.1	6%[57.1 µM]	-8%	-5
Cc1ccc(C(C)C)c(O)c1	x	x	8%	x	-4%	x	-2%	13%	-2&-2
CC(=O)Nc1ccc(NCc2nnc3n2CCCCC3)cc1	0.3	0	21%[57.1 µM]	x	-4%	x	1%[57.1 µM]	-23%	-2
Cc1cc(C)c(NC(=O)c2ccc(CN3CCc4ccccc4C3)cc2)c(C)c1	0.3	-3	-2%	52*	2%	7.6	-8%	-22%	-13
Cc1ccc(S(=O)(=O)c2cc3c(=O)n4ccccc4nc3n(C)c2=N)cc1C	0.0	10	u	4	-5%	-0.3	1%	-11%	3
Cc1oc(-c2ccccc2F)nc1CSCC(=O)NCc1ccc2c(c1)OCO2	-0.6	11	13%	-4	6%	-2.5	2%	-15%	0
O=C(O)COc1ccccc1C=NNC(=O)c1ccccc1NS(=O)(=O)c1cccs1	x	x	0%[2.29 µM]	x	1%	x	-8%[57.1 µM]	0%	2
CCC(C)(C)NC(=O)CC(c1ccc(OC)cc1)n1cccc1 (stereo unspecified)	-0.2	-1	-12%[57.1 µM]	-1	4%	-0.9	-5%[11.4 µM]	2%	4
O=C(NC1CCCC1)C1CC(=O)N(c2ccccc2)C1 (stereo unspecified)	0.5	-6	10%	-1	-10%	-1.2	3%	-16%	-1
COc1ccc(CCN(C)C(=O)c2cncc(Br)c2)cc1OC	1.5	-1	16%	0	0%	0.4	6%	-19%	1
COCC(C)n1c(SCC(=O)NNC(=O)c2ccc(F)cc2)nc2ccccc2c1=O (stereo unspecified)	0.0	4	-14%	4	4%	0.7	-9%	-8%	0
COc1cccc(NC(=O)CN2C(=O)NC3(CCc4ccccc43)C2=O)c1 (stereo unspecified)	0.6	3	22%	-6	-1%	0.1	4%	-17%	1
CC(C)(C)c1ccc(C2Sc3ccccc3NC3=C2C(=O)c2ccccc23)cc1 (stereo unspecified)	-0.4	-3	4%	x	-13%	-0.1	-10%	-17%	-2
CC1OC(OC2C(CO)OC(OC3C(CO)OC(O)C(O)C3O)C(O)C2O)C(O)C(O)C1N[C@@H]1C=C(CO)[C@@H](O)C(O)[C@H]1O (stereo partly specified)	0.0	-1	-6%	5	5%	-0.2	0%	u	2
CC(C)c1cnc2c(c1SCC(=O)Nc1ccccc1C(F)(F)F)c(=O)n(C)c(=O)n2C	-0.3	-1	9%[57.1 µM]	x	-13%	-0.4	4%[57.1 µM]	13%	1
CN(CC(=O)Nc1ccccc1Oc1ccccc1)Cc1ccccc1F	0.0	8	2%	-10	3%	0.2	-6%	-23%	-2
COc1ccc2c3c(cccc13)OC2=O	-0.1	-5	8%	5	0%	-0.7	0%	-18%	2
Cn1ccnc1COc1ccc(/C=N/O)cc1	0.3	-5	0%	6	4%	1.9	-1%	-7%	0
CCOC(=O)c1cnc2c(C)c(Cl)ccc2c1NCCCN1CCOCC1	0.4	9	3%	-7	1%	-1.0	-5%	-15%	0
CCOC(=O)C1=C(C)Nc2nc(SCC)nn2C1c1ccc(OC)cc1 (stereo unspecified)	-0.3	-1	9%[57.1 µM]	27	6%	-0.3	9%[57.1 µM]	-1%	6
CC1CCCCN1CCCNC(=O)c1ccc(Br)cc1 (stereo unspecified)	-0.2	4	10%[57.1 µM]	2	3%	-0.6	10%[57.1 µM]	-11%	-6
COC(=O)C1=CN(Cc2ccccc2)C=C(C(=O)OC)C1c1ccc(OC)c(OC)c1	-0.4	-6	39%	x	13%	x	64%[activator]	-20%	-2
COc1ccc(CN2CCN(c3ncccn3)CC2)c(OC)c1	0.1	-3	-18%	69*	0%	56*	8%[57.1 µM]	-10%	5
C1CN(CCN2CCOCC2)CCN1	0.8	28	-51%	-7	-6%	-0.4	6%[57.1 µM]	-20%	-3
CN(c1ccccc1)S(=O)(=O)c1ccc(Cl)c(C(=O)OCC(=O)c2c(N)n(C)c(=O)n(C)c2=O)c1	x	x	13%	x	1%	x	-6%	1%	-1
Cc1ccc2nc(NC(=O)CCCc3nc4ccccc4s3)sc2c1	0.1	1	8%	6	2%	1.1	-1%	-21%	-17
COc1cc(C(=O)OCc2cc(=O)n3ccsc3n2)ccc1OC(C)C	x	x	12%[57.1 µM]	x	0%	x	-1%[57.1 µM]	-11%	-1
Cc1cc(NC(=O)CSc2nnnn2-c2ccccc2)no1	-1.6	-2	11%	-4	0%	0.0	5%	-11%	0
CC(=O)c1cccc(N(CC(=O)NC2CCCCC2)C(=O)CNC(=O)c2cccs2)c1	0.2	-1	12%	-18	-4%	-3.2	2%	0%	2
C=CCn1c(CNC(=O)c2ccco2)nnc1SCC(=O)N1c2ccccc2Sc2ccccc21	-0.5	4	u	-8	-7%	-0.6	-10%[57.1 µM]	-5%	12
CCCOc1ccccc1/C=C(\C#N)C(=O)Nc1cccnc1	1.4	2	-16%	5	0%	-0.4	1%	-33%	11
CCN(CC)CCNC(=O)c1ccccc1C(=O)c1ncc[nH]1	0.2	6	12%[57.1 µM]	3	3%	-0.1	10%[57.1 µM]	-17%	11
O=C(CN1CCCCC1)n1c2ccccc2c2ccccc21	-0.2	5	13%[57.1 µM]	7	7%	-0.7	-9%[57.1 µM]	-22%	2
COC(=O)CSc1nnc(CNC(=O)c2cc(OC)cc(OC)c2)n1-c1ccc(F)cc1	-0.4	-5	22%[57.1 µM]	-1	8%	-1.5	2%[57.1 µM]	0%	1
CN(C)c1nc(/C=C(\C#N)C(N)=O)c(Cl)n1-c1ccc(F)cc1	0.0	-4	-21%	-15	0%	0.5	-2%	-23%	2
CCc1ccc(NC(=O)c2cc3c(=O)n(Cc4cccs4)ccc3nc2C)cc1	-0.5	12	12%[57.1 µM]	x	0%	0.1	0%[57.1 µM]	-25%	-2
O=C(Cc1ccccc1)NN1CCCCC1	0.4	-7	12%	0	4%	-1.4	-2%	3%	-2
Cc1c(C(=O)NNC(=O)c2ccccc2O)oc2ccc(Br)cc12	x	x	-11%	x	2%	x	-6%	-5%	0
Cc1cccc(C(=O)NNC(=O)c2ccc(S(=O)(=O)N3CCOCC3)cc2)c1	-0.4	1	14%[57.1 µM]	2	-1%	0.3	2%[57.1 µM]	-16%	-1
COC(/C=C/Nc1ccc(OC)cc1)=C(C#N)C#N	1.3	-2	22%	2	5%	-0.3	-1%	-5%	-3
COc1cccc(C(=O)Nc2c3c(nn2-c2cccc(C)c2C)CS(=O)C3)c1OC (stereo unspecified)	-0.7	1	11%	-9	1%	0.2	4%	-16%	5
O=C1CCc2cc(S(=O)(=O)NC(Cc3ccccc3)C(=O)NCCC3=CCCCC3)ccc2N1 (stereo unspecified)	-0.3	5	-7%	-4	-8%	0.7	-7%	-12%	-5
CCCOC(c1ccccc1)(c1ccc(C(F)(F)F)cc1)C(Oc1nc(C)cc(C)n1)C(=O)O (stereo unspecified)	0.1	-8	5%	6	9%	0.6	0%	-21%	0
Cc1ccc(NC(=O)Cn2c(=O)n(CCCCC(=O)NCc3ccccc3Cl)c(=O)c3ccccc32)cc1	0.4	-3	15%	x	7%	0.6	1%	u	7
C=CCN1C(=O)C(CC(=O)O)S/C1=N/N=C/c1ccc(N(CC)CC)cc1 (stereo unspecified)	0.4	-4	8%	20	6%	0.4	57%[activator]	-13%	-4
O=C(CN1C2CCCC1CC(NC(=O)c1ccccc1)C2)Nc1nccs1 (stereo unspecified)	0.0	-2	-4%	-26	1%	-0.4	-7%	-11%	5
